High-throughput results from PubChem BioAssay.
LmPK inh = inhibitors of Leishmania mexicana pyruvate kinase. Q27686. purified LmPK, Kinase-Glo ATP luminescence, 1 h. Potency, µM (highest dose often 57.5 µM), without a hit: at the highest dose activity change, negative = inhibition, hits mostly inhibitors. hit rate 0.37% among 290,000. AID 1721; note: potency is the fitted concentration of half-maximal effect
Target sequence (Q27686 whole entry, looked up): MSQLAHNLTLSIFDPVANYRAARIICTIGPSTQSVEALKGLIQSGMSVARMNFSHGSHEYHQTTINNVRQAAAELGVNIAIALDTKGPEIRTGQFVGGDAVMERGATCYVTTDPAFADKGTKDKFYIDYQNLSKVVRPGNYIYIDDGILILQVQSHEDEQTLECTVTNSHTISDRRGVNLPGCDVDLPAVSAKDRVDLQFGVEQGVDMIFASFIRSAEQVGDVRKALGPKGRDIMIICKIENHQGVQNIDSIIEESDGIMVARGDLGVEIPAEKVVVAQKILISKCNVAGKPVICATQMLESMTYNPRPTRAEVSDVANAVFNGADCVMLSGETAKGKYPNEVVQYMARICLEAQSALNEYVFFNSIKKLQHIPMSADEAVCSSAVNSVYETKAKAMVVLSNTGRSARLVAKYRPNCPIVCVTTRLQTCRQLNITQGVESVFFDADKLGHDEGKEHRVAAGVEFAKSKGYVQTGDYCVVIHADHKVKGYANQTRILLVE
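Pyruvate kinase activity monitored as ATP production (luciferase luminescence). Conditions: 0.1 nM enzyme, 0.5 mM PEP, 0.1 mM ADP, 1 h, RT; normalized against uninhibited and no-enzyme wells.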
AmpC inh detg = inhibitors of E. coli AmpC beta-lactamase with detergent; AmpC hydrolysis of nitrocefin, absorbance 480 nm, 0.01% Triton; Potency, µM (highest dose often 114 µM), without a hit: top-dose activity change, negative = inhibition, actives largely listed as inhibitors; hit rate 0.041% among 370,000; AID 485294;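 note: potency is the fitted concentration of half-maximal effect; 0% = no-compound wells and -100% = no-enzyme wells; nearly all actives have a fitted effect of over 25% in size; some results filed as inactive show a strong effect at the top dose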
Target sequence (P00811 whole entry, looked up): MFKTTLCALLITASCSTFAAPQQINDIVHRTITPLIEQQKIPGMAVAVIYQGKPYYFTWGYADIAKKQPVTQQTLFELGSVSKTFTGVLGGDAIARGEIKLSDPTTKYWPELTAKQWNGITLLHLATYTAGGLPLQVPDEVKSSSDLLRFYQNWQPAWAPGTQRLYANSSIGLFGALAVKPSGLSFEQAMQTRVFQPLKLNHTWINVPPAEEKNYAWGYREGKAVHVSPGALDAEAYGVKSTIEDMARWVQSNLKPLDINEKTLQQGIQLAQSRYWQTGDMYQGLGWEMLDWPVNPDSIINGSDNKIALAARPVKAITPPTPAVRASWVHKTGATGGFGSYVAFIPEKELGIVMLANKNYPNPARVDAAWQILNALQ
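AmpC (5.3 nM in the dispensed reagent) in 20 mM phosphate pH 7.0 with 0.01% (detergent screen) or 0.0001% Triton X-100 was preincubated with compounds for 15 min at room temperature. Nitrocefin was then added from an 800 uM solution, and hydrolysis was followed at 480 nm.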
Tb PYK inh = T. brucei pyruvate kinase inhibition | Q57TT1 | TbPYK enzyme, Kinase-Glo Plus ATP luminescence, 45 min | Potency, µM (series often up to 76.8 µM), without a hit: top-dose activity, negative = inhibition, most hits filed as inhibitors | hit rate 0.12% among 410,000 | AID 624173; note: potency is the fitted concentration of half-maximal effect; nearly all actives have a fitted effect of over 50% in size
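ADP (130 uM final) triggers the TbPYK reaction after compound addition; incubation is 45 min at room temperature. Kinase-Glo Plus is then added and luminescence imaged. Normalized data are fitted to concentration-effect curves.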
AmpC no deterg = AmpC beta-lactamase inhibition without detergent; AID 485341; AmpC nitrocefin hydrolysis, absorbance 480 nm, 0.0001% Triton; Potency, µM (series often up to 57.1 µM), inactives show at the highest dose activity change, negative = inhibition, most hits filed as inhibitors; hit rate 0.52% among 330,000; P00811;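 note: potency is the fitted concentration of half-maximal effect; plate controls were no compound for no effect and no enzyme for full effect; nearly all actives have a fitted effect of over 20% in size; some results filed as inactive show a strong effect at the top dose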
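20 mM phosphate pH 7.0 + 0.01% (detergent screen) or 0.0001% Triton X-100; 5.3 nM AmpC reagent; cpd preinc 15 min RT; nitrocefin (800 uM stock) to start; A480 q20 s × 4 min; Activity was normalised to no-enzyme and no-compound control wells.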
AMA1 RON2 block = AMA1-RON2 (P. falciparum) interaction inhibition; AlphaScreen AMA1-biotinylated RON2 peptide binding; hit rate 0.2% among 360,000; Potency, µM (series often up to 58.2 µM), without a hit: at the top dose activity change, negative = inhibition, hits mostly inhibitors;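 note: potency is the fitted concentration of half-maximal effect; 0% = vehicle wells and -100% = peptide control; nearly all actives have a fitted effect of over 45% in size; some results filed as inactive show a strong effect at the top dose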
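AMA1 (3D7) with his tag at 25 nM final met compounds first, then biotinylated RON2 peptide at 25 nM; detection used donor plus acceptor beads, 10 µg/mL apiece, read by AlphaScreen after 30 min at room temperature.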
HCV inhibitor = blocks hepatitis C virus; Huh7.5.1 HCVcc-Cre infection, luciferase reporter, 44 h; Potency, µM (top dose mostly 41.8 µM), without a hit: at the top dose activity change, negative = inhibition, actives largely listed as inhibitors; hit rate 3.4% among 340,000; AID 651820; note: potency is the fitted concentration of half-maximal effect
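1,000 cells/well; 4 h culture; + compound; + HCVcc-Cre (~0.5 moi); 44 h; luciferase substrate, RT 15 min; read 15 sec.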
HCMV inh = inhibitors of human cytomegalovirus | activity change, negative = inhibition, % at 57.5 µM | AID 1259415 | hit rate 4.5% among 410,000 | HFF cells, HCMV-luciferase reporter, 72 h; active compounds read low; in the data active = activity change below about -60%; inconclusive = no clear call, values can overlap the other calls; inactive = above about -39%
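Human foreskin fibroblasts infected with luciferase-reporter HCMV at MOI 1 PFU/cell, compounds at two doses. Luciferase measured 72 h post infection; normalized to buffer-only basal and Salinomycin (10uM) controls.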
An asterisk follows results filed as active; ? = inconclusive; / = no result given; [ ] = remark or other dose. Unless noted, calls come from the whole dose curve; as a rule, active = well fitted curve in the direction sought with a large enough effect; inconclusive = small, poorly fitted or top-dose-only effect, or another doubt; inactive = no such curve, though single readings can be large; an effect the other way counts as inactive or inconclusive. Unless noted, % is set by controls: 0 for no effect and ±100 for the full control effect. Rows were taken by chance; overall some 7.5% were active at least once.

Field names – A = LmPK inh; B = AmpC inh detg; C = Tb PYK inh; D = AmpC no deterg; E = AMA1 RON2 block; F = HCV inhibitor; G = HCMV inh
O=C(C[n+]1ccccc1)N/N=C/c1ccccc1[N+](=O)[O-]
  A: 6%	B: -2%	C: 5%	D: -15%	E: 9%	F: 10%	G: 7

CCOC(=O)N1CCN(Cc2nc3ccc([N+](=O)[O-])cc3c(=O)n2-c2ccc(OC)cc2OC)CC1
  A: 3%	B: -12%	C: 0%	D: 92%[activator]	E: -7%	F: -17%	G: 61

Cc1ccccc1NC(=O)c1ccc(F)c(S(=O)(=O)NC2CCCC2)c1
  A: /	B: 5%	C: 0%	D: /	E: /	F: /	G: 22

CCCCN(C)C(=O)c1nc2ccccn2c1CN1CCN(C(=O)c2cccs2)CC1
  A: 4%	B: -1%	C: 1%	D: 38%	E: -4%	F: 10%	G: -23

Cc1occc1C(=O)Nc1cc(S(=O)(=O)N2CCOCC2)ccc1OC(C)C
  A: /	B: 6%	C: 8%	D: -10%	E: 0%	F: -25%	G: -3

CC(C)N1CCC1(C)C(=O)Nc1nc2ccccc2[nH]1 (stereo not drawn)
  A: /	B: /	C: 3%	D: /	E: 50%[activator]	F: /	G: 27

COC(=O)C1=C(c2ccc(Cl)c(C(F)(F)F)c2)C[C@@H]2CC[C@H]1N2C(=O)NCCCOC(C)C
  A: /	B: -8%	C: 6%	D: 186%[activator]	E: 0%	F: 11%	G: /

O=C(CCNC(=O)c1ccc(Br)cc1)NC1CCCCCC1
  A: /	B: ?	C: 3%	D: 3%	E: -11%[11.6 µM]	F: -4%	G: 17

O=C(CN1C(=O)NC2(CCCC2)C1=O)NNC(=O)c1ccccc1
  A: /	B: -15%	C: -3%	D: -8%	E: -5%	F: 0%	G: -24

COc1ccccc1Oc1ccccc1C(=O)O
  A: -9%	B: 1%	C: -11%	D: -10%	E: -5%	F: 1%	G: 5

CCCCn1c(/N=C/c2c[nH]c3ccccc23)nc2ccccc21
  A: 1%	B: -12%	C: -14%	D: 16%	E: -10%	F: 10%	G: 14

NCCC1CN(C(=O)OCc2ccccc2)c2ccccc21 (stereo not drawn)
  A: /	B: /	C: -3%	D: /	E: 15%	F: 4%	G: 0

COc1ccc(S(=O)(=O)N2CCCCCC2)cc1C(=O)N1CCN(c2ccc(F)cc2)CC1
  A: /	B: /	C: -3%	D: /	E: -9%	F: -29%	G: 0

Cc1c(N2C(=O)CSC2c2ccco2)c(=O)n(-c2ccccc2)n1C (stereo not drawn)
  A: 0%	B: 2%	C: -3%	D: 0%	E: -9%	F: 12%	G: 30

CC(=O)N1CCOc2ccc(S(=O)(=O)Nc3ccc(C)cn3)cc21
  A: -6%	B: -15%	C: 4%	D: -7%	E: 20%	F: 15%	G: -33

C[C@H](NC(=O)Nc1cccc(Br)c1)C(=O)O
  A: -1%	B: 0%	C: 3%	D: -27%	E: 15%	F: 19%	G: -2

Cc1[nH]c(C)c2c(=O)[nH]ncc12
  A: 0%	B: 3%	C: 3%	D: -14%	E: -6%	F: 8%	G: 248

COc1ccc(CNc2ncnc3c2c(-c2ccccc2)cn3-c2ccc(C)c(Cl)c2)cc1
  A: /	B: -5%	C: -5%	D: /	E: /	F: /	G: -33

Cc1ccc(C(=O)Nc2cccc(NC(=O)c3cccs3)c2)c(C)c1
  A: 3%	B: 1%	C: -2%	D: ?	E: -5%	F: -30%	G: -7

Cc1ccc(CNC(=O)C2CC(c3ccccc3[N+](=O)[O-])=NO2)cc1 (stereo not drawn)
  A: 0%	B: ?	C: 0%	D: -5%	E: 5%	F: -3%	G: 9

COCCN1C(=O)C(=O)/C(=C(/O)c2cccc(OC)c2)C1c1ccc(C)o1 (stereo not drawn)
  A: 0%	B: 3%	C: -3%	D: -12%	E: -4%	F: 4%	G: 30

O=C(CN1C(=O)NC2(CCOc3ccccc32)C1=O)c1ccc(F)c(F)c1 (stereo not drawn)
  A: /	B: -9%	C: -1%	D: -50%	E: 1%	F: -2%	G: 9

CCC1CN(C(=O)C2CCN(S(=O)(=O)c3c(C)noc3/C=C/c3ccccc3F)CC2)c2cc(C)ccc2O1 (stereo not drawn)
  A: /	B: 13%	C: -1%	D: /	E: /	F: /	G: 61

O=C(NCc1ccc2c(c1)OCO2)c1ccc(NC(=O)C2CCCO2)cc1 (stereo not drawn)
  A: 1%	B: -8%	C: 6%	D: -22%	E: 4%	F: -4%	G: 8

COc1ccc(C(CNC(=O)C(CCSC)NC(=O)c2ccccc2Cl)N2CCCCC2)cc1 (stereo not drawn)
  A: /	B: 7%	C: -6%	D: 18%	E: 1%[11.6 µM]	F: 2%	G: -32

Part of the list above, with values under each structure:
Screens in order – LmPK inh | AmpC inh detg | Tb PYK inh | AmpC no deterg | AMA1 RON2 block | HCV inhibitor | HCMV inh
- O=C(CCNC(=O)c1ccc(Br)cc1)NC1CCCCCC1
  / | ? | 3% | 3% | -11%[11.6 µM] | -4% | 17
- O=C(CN1C(=O)NC2(CCCC2)C1=O)NNC(=O)c1ccccc1
  / | -15% | -3% | -8% | -5% | 0% | -24
- COc1ccccc1Oc1ccccc1C(=O)O
  -9% | 1% | -11% | -10% | -5% | 1% | 5
- CCCCn1c(/N=C/c2c[nH]c3ccccc23)nc2ccccc21
  1% | -12% | -14% | 16% | -10% | 10% | 14
- NCCC1CN(C(=O)OCc2ccccc2)c2ccccc21 (stereo not drawn)
  / | / | -3% | / | 15% | 4% | 0
- COc1ccc(S(=O)(=O)N2CCCCCC2)cc1C(=O)N1CCN(c2ccc(F)cc2)CC1
  / | / | -3% | / | -9% | -29% | 0
- Cc1c(N2C(=O)CSC2c2ccco2)c(=O)n(-c2ccccc2)n1C (stereo not drawn)
  0% | 2% | -3% | 0% | -9% | 12% | 30
- CC(=O)N1CCOc2ccc(S(=O)(=O)Nc3ccc(C)cn3)cc21
  -6% | -15% | 4% | -7% | 20% | 15% | -33

Next section:
molecule | LmPK inh | AmpC inh detg | Tb PYK inh | AmpC no deterg | AMA1 RON2 block | HCV inhibitor | HCMV inh
COC(=O)C(Cc1ccccc1)NCC(=O)Nc1cccc(Cl)c1C (stereo not drawn) | -3% | 2% | -10% | 87%[activator] | 22% | 1% | -36
Cc1cc(C)cc(C(=O)NC(=S)Nc2ccc(Cc3ccncc3)cc2)c1 | 2% | ? | -12% | -22% | 6% | ? | -74*
COc1ccc(C)cc1NC(=O)N1CCC2(CC1)OCCO2 | -3% | 11% | 2% | -6% | 5% | 11% | 2
CC1CN(CCCCN2C(=O)c3ccccc3C2=O)CC(C)O1 (stereo not drawn) | 1% | -12% | 1% | -2%[11.4 µM] | -18% | 24% | -17
CCn1nc(C(=O)NNC(=O)COc2ccccc2C)c2ccccc2c1=O | 4% | ? | 2% | -13% | 66%[activator] | 22% | -8
Cc1cccc(N2CC(C(=O)Nc3ccc(S(=O)(=O)Nc4nccs4)cc3)CC2=O)c1C (stereo not drawn) | 0% | 3% | -4% | -27% | 3% | -3% | -24
O=c1[nH]nc(Cc2ccccc2)c2ccccc12 | 6% | -12% | 2% | -19% | -6% | ? | 143
N#C/C(=C\c1ccc(OCc2ccccc2)cc1)C(=O)Nc1ccc(C(=O)O)cc1 | -3% | ? | 0% | -16% | -1% | 16% | 43
CC(CCc1ccccc1)NC(=O)CCC(=O)N1CCC(C(=O)O)CC1 (stereo not drawn) | 5% | ? | 0% | -8% | 7% | 17% | 8
N#Cc1ccc(C(=O)OCC(=O)Nc2cccc(S(=O)(=O)NC3=NCCC3)c2)cc1 | / | / | -5% | -11% | 0% | 9% | -6
Cc1ccc(SCc2ccc(C(=O)Nc3nccs3)o2)cc1 | -10% | 3% | 3% | -2% | 75%[activator] | ? | 9
COc1cccc(-c2nnc(SCC(=O)OC(C)C)n2N)c1 | 0% | -12% | 3% | -4% | 1% | 11% | 1
CCC(c1nnnn1CCOC)N1CCN(Cc2ccccc2)CC1 (stereo not drawn) | 5% | -10% | 3% | -4% | -1% | 0% | -16
Cc1ccccc1CS(=O)(=O)Cc1ccc(C(=O)N2CCC3(CC2)OCCO3)o1 | -4% | -1% | -9% | 0% | -14% | 3% | -5
CCC1(C)C(Nc2c(C)cccc2C)=NC(=S)N1c1ccc(NC(C)=O)cc1 (stereo not drawn) | 5% | 7% | 0% | -4% | 19% | -1% | -23
Cc1ccc(N(C(C)C(=O)Nc2c(C)n(C)n(-c3ccccc3)c2=O)S(C)(=O)=O)cc1C (stereo not drawn) | 2% | -7% | 0% | -14% | -9% | 13% | -35
CCCCCCn1c(N2CCCC2)nc2c1c(=O)n(C)c(=O)n2C | -8% | 1% | 1% | 90%[activator] | -7% | ? | -22
O=C(Nc1ccc(Cl)cn1)c1ccccc1[N+](=O)[O-] | 0%[11.5 µM] | ? | -9% | -19% | -14% | -27% | 46
CCn1c(CNC(=O)c2ccccc2Br)nnc1SCC(=O)Nc1nncs1 | -3% | -2% | 5% | 7% | -1% | 25% | 27
O=C(O)c1cccc(Oc2ccc([N+](=O)[O-])cc2)c1 | 1% | -8% | 1% | -19% | 23% | 13% | -12
Cc1ccc(S(=O)(=O)N2CCCN(S(=O)(=O)c3ccc(C(F)(F)F)cc3)CC2)cc1 | -2% | -13% | 2% | -25% | 0% | / | -16
COc1ccc(/C=N/NC(=O)c2cc(-c3ccccc3)nc3ccccc23)c(OC)c1 | -7% | -3% | -8% | 98%[activator] | -3% | -13% | 70
CCCS(=O)(=O)NC(=O)C1(C)CCCN(C(=O)c2cccc3ccccc23)C1 (stereo not drawn) | / | / | -11% | / | 5% | / | 9
CC(NC(=O)[C@H](C)NC(=O)[C@@H]1CSC2c3ccccc3C(=O)N21)c1ccccc1 (stereo partly drawn) | 5% | 2% | -4% | -6% | 7% | 12% | 5
CC(=O)Nc1ccc(S(=O)(=O)N(C)CC(=O)OCC(=O)N(C)c2ccccc2)cc1 | -5% | 3% | -5% | -2% | 6% | 4% | 97
O=C(NC(=S)Nc1ncccn1)c1ccccc1Br | 4% | -6% | -9% | -14% | 27% | -5% | -4
CC(C)CCNC(=O)[C@@H](NC(=O)c1c(F)cccc1F)C(C)C | 4% | 6% | 2% | -3% | -3% | 3% | -1
CCOC(=O)C(=O)Nc1cccc(C(=O)OCC)c1 | -8% | 1% | -14% | -8% | 24% | 15% | -5
